High-throughput results from PubChem.
Mdm2 MdmX PPI = human Mdm2/MdmX binding inhibition; O15151+Q00987; SaOS-2 split-luciferase Mdm2/MdmX complementation, luminescence; inhibition, % at 8 µM; hit rate 3% among 330,000;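 active = inhibition of at least 50% at 8 µM in the primary screen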
Target sequence (O15151 whole entry, looked up): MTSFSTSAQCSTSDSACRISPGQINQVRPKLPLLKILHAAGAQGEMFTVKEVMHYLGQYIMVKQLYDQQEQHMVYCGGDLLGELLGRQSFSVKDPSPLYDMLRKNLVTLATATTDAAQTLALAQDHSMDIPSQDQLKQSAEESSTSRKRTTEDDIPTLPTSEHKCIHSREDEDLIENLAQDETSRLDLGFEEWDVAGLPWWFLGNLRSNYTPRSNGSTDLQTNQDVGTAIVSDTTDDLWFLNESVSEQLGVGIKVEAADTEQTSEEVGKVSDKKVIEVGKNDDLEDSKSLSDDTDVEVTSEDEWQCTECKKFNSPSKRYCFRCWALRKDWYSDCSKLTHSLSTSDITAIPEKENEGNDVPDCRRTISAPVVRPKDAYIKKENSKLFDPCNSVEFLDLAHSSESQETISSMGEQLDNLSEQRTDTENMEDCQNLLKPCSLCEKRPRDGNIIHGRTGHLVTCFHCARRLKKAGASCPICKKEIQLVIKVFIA
Target sequence (Q00987 whole entry, looked up): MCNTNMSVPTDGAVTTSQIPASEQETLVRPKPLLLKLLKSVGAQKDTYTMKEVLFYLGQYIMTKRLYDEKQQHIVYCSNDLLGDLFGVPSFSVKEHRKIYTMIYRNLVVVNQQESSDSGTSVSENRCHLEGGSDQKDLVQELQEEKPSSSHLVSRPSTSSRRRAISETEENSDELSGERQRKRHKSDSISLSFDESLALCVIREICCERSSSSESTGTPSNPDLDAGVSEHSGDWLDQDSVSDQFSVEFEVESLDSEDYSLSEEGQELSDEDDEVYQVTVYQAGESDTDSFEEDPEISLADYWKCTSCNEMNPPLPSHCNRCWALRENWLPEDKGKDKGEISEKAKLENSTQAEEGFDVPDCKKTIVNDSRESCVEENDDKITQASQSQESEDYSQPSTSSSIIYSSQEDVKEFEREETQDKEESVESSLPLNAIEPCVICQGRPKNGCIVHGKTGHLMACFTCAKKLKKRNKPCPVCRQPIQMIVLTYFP
APJ ag = APJ receptor agonism; activation, % at 20 µM; P35414; AID 2520; hit rate 0.11% among 330,000; CHO-K1 APJ PathHunter beta-arrestin, luminescence; 0% DMSO wells, 100% apelin;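 active = activation more than six SD over the plate average, tested at 20 µM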;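 also: 0% = DMSO alone and 100% = apelin-13 at 10 nM; some results filed as inactive read as strong as hits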
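system = engineered CHO-K1 APJ arrestin reporter cells | input = 1000 cells per well | timing = overnight seeding, 90 min compound at 25 °C, 1 h detection | measured by = enzyme-fragment complementation luminescence | read-out = beta-arrestin recruitment to APJ as agonist activity, luminescent signal | control set = negative DMSO alone, positive Apelin-13 at 10 nM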
tim10-1 inh = growth inhibitors of tim10-1 mutant yeast; S. cerevisiae tim10-1 ts strain growth, BacTiter-Glo, 24 h; inhibition, % at 20 µM; hit rate 2.2% among 330,000;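 active = inhibition of at least 40%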;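 also: mutant grown at 25 °C; 0% = DMSO wells with yeast and 100% = wells holding no yeast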
UPR XBP1 act = adaptive UPR (XBP1) activation. hit rate 0.33% among 330,000. activation, % at 20 µM. AID 463104. CHO-XBP1 luciferase reporter, IRE1-XBP1 UPR activation, luminescence; percent of tunicamycin response, DMSO as zero;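 active = versus positive control, 20 µM dose yields 30% or more activation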;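 also: 100% = tunicamycin at 10 µg/mL and 0% = DMSO only wells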
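Material: IRE1-XBP1 luciferase reporter CHO line / Quantity: one thousand reporter cells per well / Buffer or medium: F12 with 10% serum / Compound: 20 µM single concentration, DMSO 1% / Times: 6 h treatment, 37 °C / Detection: Steady-Glo luciferase glow luminescence, 10 min after reagent addition / Benchmarks: tunicamycin high, DMSO low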
tim23-1 inh = inhibits growth of tim23-1 mutant yeast | inhibition, % at 20 µM | S. cerevisiae tim23-1 growth, BacTiter-Glo luminescence, 24 h | hit rate 1.3% among 330,000;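 active = growth inhibition of the mutant yeast at or above 50%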;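 also: temperature-sensitive mutant grown at 25 °C; plate controls were DMSO-treated mutant yeast for no effect and medium wells lacking yeast for full effect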
TIM10 inh = TIM10 yeast growth inhibition; S. cerevisiae TIM10 strain growth, BacTiter-Glo luminescence, 24 h; inhibition, % at 10 µM; hit rate 1.4% among 330,000; AID 463195;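 active = inhibition of 40% or more at the single tested concentration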;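 also: wild-type TIM10 isogenic control strain grown at permissive 25 °C; 0% = DMSO yeast wells and 100% = minimal medium wells without yeast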
CXCR6 inh = CXCR6 (human) receptor inhibition. O00574. CHO-K1 PathHunter CXCR6 beta-arrestin, luminescence. inhibition, % at 20 µM. hit rate 0.36% among 360,000; in the data active = inhibition above about 34%, passing the limit was not always enough;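 also: antagonist mode with CXCL16 agonist at 10 nM final; 0% = 10 nM CXCL16 with DMSO and 100% = unstimulated wells without agonist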
CHOP UPR activ = apoptotic UPR (CHOP) activation | hit rate 0.34% among 330,000 | activation, % at 10 µM | AID 449763 | CHO-CHOP luciferase reporter, luminescence; percent of tunicamycin response over DMSO baseline;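 active = at 10 µM dose, activation of 40% or more, normalized to positive control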;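 also: 100% = tunicamycin at 10 µg/mL and 0% = DMSO alone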
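Test system: CHO CHOP reporter cells. Input: 500 CHO-CHOP cells per well. Medium: F12 with 10% FBS. Technique: luciferase luminescence. Measure: percent activation relative to tunicamycin control. Dosing: 10 µM compound, 0.5% DMSO. Timing: 16-18 h cell attachment, then 6 h compound exposure, 37 °C.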
APJ antag = APJ receptor antagonism; P35414; CHO-K1 APJ beta-arrestin complementation, luminescence; inhibition, % at 20 µM; hit rate 0.32% among 330,000; AID 2521;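 active = inhibition above about 40% at 20 µM, limit read from the data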;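 also: cells challenged with 10 nM apelin-13 agonist together with compound; plate controls were apelin-13 plus DMSO wells for no effect and DMSO wells lacking apelin-13 for full effect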
An asterisk follows results filed as active.

SMILES	Mdm2 MdmX PPI	APJ ag	tim10-1 inh	UPR XBP1 act	tim23-1 inh	TIM10 inh	CXCR6 inh	CHOP UPR activ	APJ antag
COc1cc(-c2nc(-c3ccccc3)c(-c3cccs3)[nH]2)cc(OC)c1O	46	2	22	-1	18	13	4	2.4	-5
COc1ccccc1C(=O)COC(=O)CCNS(=O)(=O)c1ccc(C)c(C)c1	-4	2	14	-1	21	2	-4	2.4	-3
Cc1ccc(CSc2nnc(-c3cccnc3)o2)cc1	5	-4	14	0	-20	-11	3	2.2	16
COc1ccc(NC(=O)CCN2CCCC(C)C2)cc1 (stereo unspecified)	-4	3	9	0	8	-19	-2	-1.3	-2
Cc1ccc(OCC(=O)NNC(=O)C2CCN(c3nc(C)cc(C)n3)CC2)cc1	-16	-2	-3	-2	-3	1	3	-2.9	3
O=C(CN1CCOCCOCCN(CC(=O)Nc2ccccc2)CCOCC1)Nc1ccccc1	13	12	-4	1	11	-7	4	0.3	-14
O=C1c2cccnc2C(O)N1Cc1cccs1 (stereo unspecified)	7	-2	4	0	7	2	-4	-0.6	-1
Cc1cc(C(=O)CSc2nc(N)cc(N)n2)c(C)n1CCc1ccc(F)cc1	29	0	19	-2	7	23	-10	1.1	2
O=C(Nc1ncc(Cc2cccc(C(F)(F)F)c2)s1)C1CCCO1 (stereo unspecified)	-8	-3	10	5	40	2	2	3.5	5
Cc1cc(NC(=O)CCSc2ccc(Cl)cc2)no1	-12	-1	19	-3	7	15	-1	-0.4	3
COc1ccc(Cn2c3ccc(OC)cc3c3nc4ccccc4nc32)cc1	51*	-4	6	0	11	-1	-4	-1.2	9
COC(=O)C1=C(O)/C(=C\c2ccc(OCC(=O)Nc3ccc(OC)cc3)cc2)N=C1C	-16	3	2	2	1	4	7	-0.1	1
CCN(CC)S(=O)(=O)c1ccc(C)c(C)c1	2	-6	15	1	5	1	-1	-1.5	1
O=C(CN1CCCN(S(=O)(=O)c2ccc(F)cc2)CC1)Nc1c(Cl)cccc1Cl	-13	-3	0	-2	24	-16	6	-0.9	-16
Nc1n[nH]c(-c2ccccc2[N+](=O)[O-])n1	0	-2	4	0	-1	4	-2	1.9	11
COC(=O)c1cccc(NS(=O)(=O)c2ccc(OC)c(OC)c2)c1C	19	-3	10	0	22	3	-5	-2.1	11
Cc1ccc(Nc2nnc(SCc3ccccc3)s2)cc1	-92	3	20	1	8	-3	1	4.5	-4
CC(C)CCN1CCN(Cc2cn[nH]c2C2CCCCC2)CC1CCO (stereo unspecified)	-10	-1	1	1	14	-13	7	1.5	7
Nc1cc(=O)[nH]c(SCc2ccc(Cl)cc2)n1	28	2	6	0	22	-9	-6	-1.5	-17
O=C(NCCc1cccc(F)c1)C1CCC(=O)N(CCCc2ccccc2)C1 (stereo unspecified)	1	0	4	-3	-6	13	0	2.9	9
COC(=O)Cc1ccc(NC(=S)NC(C)(C)C)cc1	-10	0	0	0	17	-3	0	1.9	-10
CCn1c(CC(=O)Nc2ccc(F)cc2)nnc1SCC(=O)Nc1nncs1	4	2	-12	-5	-6	1	-2	1.4	13
CN(C)Cc1cc(O)c(CN(C)C)cc1O	11	3	1	-1	9	8	-6	2.9	-28
CCC1CCCCN1CCCNC(=O)CCC(=O)N1CCOc2ccccc21 (stereo unspecified)	21	-3	-12	2	-7	-1	-2	-1.5	13

The closing 3 compounds of the section above are carried over, then new ones follow:
SMILES	Mdm2 MdmX PPI	APJ ag	tim10-1 inh	UPR XBP1 act	tim23-1 inh	TIM10 inh	CXCR6 inh	CHOP UPR activ	APJ antag
CCn1c(CC(=O)Nc2ccc(F)cc2)nnc1SCC(=O)Nc1nncs1	4	2	-12	-5	-6	1	-2	1.4	13
CN(C)Cc1cc(O)c(CN(C)C)cc1O	11	3	1	-1	9	8	-6	2.9	-28
CCC1CCCCN1CCCNC(=O)CCC(=O)N1CCOc2ccccc21 (stereo unspecified)	21	-3	-12	2	-7	-1	-2	-1.5	13
CCOC(=O)c1cc2c(nc1N)CCCC2	7	-2	-8	-1	4	-18	0	1.8	-15
COC(=O)c1ccc(CN(C(C)=O)c2ccccc2)o1	-9	0	11	-2	4	3	4	0.1	13
COc1ccc(C(=O)OCCOc2cccc(Cl)c2)cc1S(=O)(=O)N1CCOCC1	10	1	1	-3	-4	-11	2	0.7	9
COc1ccc2c(c1)[nH]c1c(=O)n(/N=C/c3ccc(OC)c(CN4CCCCC4)c3)cnc12	36	-6	18	-2	42	19	7	2.1	12
O=C1OCCC1Sc1nnc(-c2ccc(Br)cc2)o1 (stereo unspecified)	43	4	13	1	9	-22	-5	-1.1	-10
O=C(Nc1cccnc1Cl)c1noc2c1CCc1ccccc1-2	-99	-2	7	4	5	-9	7	3.9	-4
COc1ccccc1CN1CCNC(=O)C1CC(=O)NCC1CCOCC1 (stereo unspecified)	-11	2	-3	-2	0	7	-2	0.8	7
O=C(NCCN1CCOCC1)C(=O)NCC1OCCCN1S(=O)(=O)c1cc(F)ccc1F (stereo unspecified)	17	-5	-20	1	9	-13	-4	-2.3	-11
CSc1nnc(-c2ccc(C(F)(F)F)nc2C)o1	-4	-2	11	-3	1	11	-22	0.1	-2
Cc1sc2ncnc(N/N=C/c3cccc(O)c3)c2c1C	-12	-1	-10	1	-24	13	-8	7.4	15
COc1ccccc1NC(=O)c1ccc(COc2ccccc2OC)cc1	30	2	19	0	17	17	1	-0.1	0
COc1ccc(NC(=O)COc2coc(CN3CCc4ccccc4C3)cc2=O)cc1	8	4	-11	-1	3	-9	-1	2.2	14
CCCc1ccc(S(=O)(=O)N(C)S(=O)(=O)c2ccc(F)cc2)cc1	16	3	4	-3	19	12	-5	2.9	8
CC(COc1ccccc1)N1CCC(CO)(CCc2ccccc2)CC1 (stereo unspecified)	9	-4	-3	1	6	-7	3	0.3	9
COc1ccc(CNC(=O)c2ccc(S(=O)(=O)N3CCCC3)cc2)cc1OC	20	-3	-9	-2	-11	-15	-6	0.1	-1
O=C(COC(=O)[C@@H]1CCCN1S(=O)(=O)c1ccc(Cl)cc1)NCC(F)(F)F	-3	-3	23	-3	4	-15	9	-0.3	-3
COc1ccc2nc(NC(=O)c3ccoc3C)sc2c1	-78	-2	58*	-3	55*	47*	-1	-0.7	-5
COc1ccc(C(=O)CSc2nc(C)cc(C)n2)cc1[N+](=O)[O-]	-26	-2	18	-1	17	19	3	-0.3	-8
COc1ccc(-c2noc(=O)[nH]2)cc1	-9	0	0	1	7	-4	-6	2.6	-16
O=C(NC(=S)N(Cc1ccccc1)c1ccccn1)C1CCCCC1	-7	-4	20	-1	2	12	4	1.0	2
O=C(Nc1cccc(-c2csc(Nc3ccc(Cl)cc3)n2)c1)c1cc([N+](=O)[O-])cc(C(F)(F)F)c1	85*	16	25	10	16	-7	0	12	-119
COc1cccc2cc(C(=O)NCCc3ccccc3)oc12	-44	2	32	2	62*	50*	-7	3.8	2
COC(=O)C1=C(C)Nc2c(c(=O)n(C)c(=O)n2C)C1c1cccnc1 (stereo unspecified)	4	-3	-1	3	-1	-2	-4	-2.5	6
COc1cccc(C(=O)Nc2nnc(SCC(=O)Nc3ccc(NC(C)=O)cc3)s2)c1	-12	2	3	1	0	2	-2	4.5	5
Cc1cc(NC(=O)c2cc3ccccc3o2)ccc1NC(=O)c1ccccc1	-10	-2	4	-3	21	3	-9	2.4	-16
COc1ccc(COC(=O)c2sc3nc4n(c(=O)c3c2C)CCC4)cc1	2	-4	25	-2	19	4	1	-0.3	-9
O=C(/C=C/c1ccco1)OCn1nnc2ccccc2c1=O	-44	-4	21	-1	17	2	5	0.8	5
CC1CCCN(C(=O)Nc2cccc(NC(=O)N3CCCC(C)C3C)c2)C1C (stereo unspecified)	4	-1	7	3	12	-4	-6	-1.1	9
COc1cccc(-c2coc3cc4oc(=O)c(CCC(=O)O)c(C)c4cc23)c1	18	-2	26	2	9	23	-8	1.2	6
COc1ccccc1N1CCN(C(=O)CCc2nnc3ccc(N4CCC(C)CC4)nn23)CC1	27	17	21	-2	-1	15	-4	2.9	-2
Cc1ccc(NC(=O)CS(=O)Cc2nc(-c3ccc(C)cc3)oc2C)cc1 (stereo unspecified)	18	1	40*	1	20	22	5	-0.4	-14
Cc1ccc(C(=O)Nc2nnc(-c3cccs3)s2)cc1C	-49	-3	-20	-3	-21	4	-9	1.3	2
COc1ccc(OC)c(NC(=O)C2CCCN2S(=O)(=O)c2cccc3nsnc23)c1 (stereo unspecified)	6	4	37	-3	38	29	3	1.9	20
COc1ccc(CNS(=O)(=O)c2ccc(NC(=O)N3CCCCC3)cc2)cc1	15	14	-4	-3	-8	6	-1	-0.2	7
COc1ccc(OCc2cc(C(=O)NC(C)Cc3cnccn3)no2)c(Cl)c1 (stereo unspecified)	-88	-1	7	0	2	2	-9	8.7	27
Cc1ccccc1C(=O)c1cccn1CC(=O)NCC(C)c1ccccc1 (stereo unspecified)	23	-4	25	4	17	8	-8	3.9	-9

Some of these compounds in order of their number in APJ antag, lowest first.
| Structure | APJ antag |
| --- | --- |
| Cc1cc(NC(=O)c2cc3ccccc3o2)ccc1NC(=O)c1ccccc1 | -16 |
| Cc1ccc(C(=O)Nc2nnc(-c3cccs3)s2)cc1C | 2 |
| O=C(/C=C/c1ccco1)OCn1nnc2ccccc2c1=O | 5 |

Remaining list, next part:
SMILES	Mdm2 MdmX PPI	APJ ag	tim10-1 inh	UPR XBP1 act	tim23-1 inh	TIM10 inh	CXCR6 inh	CHOP UPR activ	APJ antag
Cc1cccc(CN2CCN(Cc3cnn(-c4ccccc4F)c3)CC2CCO)n1 (stereo unspecified)	-9	-4	12	-3	-4	-7	2	0.4	-6
NC(=O)C1CC(=O)N(Cc2ccc3c(c2)OCO3)C(=Nc2ccccc2)S1 (stereo unspecified)	-15	1	1	0	9	9	-3	-2.6	5
COc1ccc(N(CC(=O)N2CCN(c3ccccc3F)CC2)S(=O)(=O)c2ccc(C)cc2)cc1	18	0	30	-1	21	14	8	-0.7	13
Cc1ccc(CN2CCS(=O)(=O)CC2)o1	-7	-1	-1	2	-3	3	-12	-1.7	0
C=CCn1nnnc1-c1cccc(Cl)c1	-9	0	-3	-1	10	5	-5	-0.8	-6
S=C(Nc1ccc(Br)cc1)NC1CCCCC1	-19	-2	35	1	33	27	-11	3.2	-17
O=C(Nc1cccc(C(=O)Nc2ccc(Cl)cn2)c1)c1ccccc1	-26	0	-2	-3	4	-4	9	0.6	2
CN(Cc1ccc(OC(F)F)cc1)C(=O)c1ccccc1Sc1ccccc1C#N	30	-9	21	-1	34	3	-8	-3.1	10
Cc1ccccc1OCC(=O)N/N=C/c1cccn1C	-16	-3	27	0	13	8	-4	1.3	-11
CCN(Cc1ccccc1)S(=O)(=O)c1cc(C(=O)O)ccc1OC	-1	-3	-10	-5	-11	-16	-4	0.6	12

Copied from the list:
APJ antag result of C=CCn1nnnc1-c1cccc(Cl)c1 stands at -6
TIM10 inh result of COc1ccc(N(CC(=O)N2CCN(c3ccccc3F)CC2)S(=O)(=O)c2ccc(C)cc2)cc1 stands at 14
UPR XBP1 act result of Cc1cccc(CN2CCN(Cc3cnn(-c4ccccc4F)c3)CC2CCO)n1 (stereo unspecified) stands at -3

These rows are one share of the data; rates above refer to the full screens.
